# IL1B NFkB pot: enhances IL-1B driven NFkB nuclear translocation; 0.3% of 94,000 active; HUVEC IL-1B NFkB p65 nuclear translocation imaging; activation, % at 2 µM;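 active means activation above 40%, about the mean plus 3 SD, also judged a hit on visual image review; inconclusive means activation above 40% but not a hit on visual review; inactive means activation not above 40% and no visual hit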;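 further: percent activation is computed from the nuclear over cytoplasmic p65 intensity ratio; values of inactives mirror those of a sister screen read the other way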
# MRP reversal: reverses drug resistance mediated by MRP | AID 602 | 0.04% of 85,000 active | H69AR cells + 2 uM doxorubicin, CellTiter-Glo, 72 h | differential viability (reversal), % at 10 µM;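 active means viability drop by adding the cancer drug above about 55%, with treated viability meeting a 40% cutoff, limit read from the data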;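 further: viability without doxorubicin minus viability with 2 µM doxorubicin for each compound; larger differential means the compound sensitizes cells more to doxorubicin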
# IL1B NFkB inh: blocks IL-1B driven NFkB nuclear translocation in HUVEC cells; HUVEC IL-1B NFkB p65 nuclear translocation imaging; inhibition, % at 2 µM; 0.43% of 94,000 active;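 active means inhibition above about 30% together with a positive call from visual inspection of the well image, limit read from the data; inconclusive means inhibition above a set limit but visual check negative; inactive means inhibition not above a set limit, visual check negative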;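 further: nuclear over cytoplasmic p65 intensity ratio measured by imaging; 0% = IL-1B stimulated DMSO wells and 100% = unstimulated DMSO wells; values of inactives mirror those of a sister screen read the other way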
# Bcl-B displacement: displacers of TR3 peptide from Bcl-B, primary screen, selectivity assay for Bfl-1 inhibitor project, biochemical, fluorescence polarization. FP displacement of FITC-TR3 peptide from Bcl-B; higher % means a stronger effect. displacement, % at 20 µM; hits with a dose series show IC50 in µM. 0.11% of 96,000 active. AID 748;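 active means displacement above 50% at 20 µM plus a fluorescence interference ratio under 1.5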;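 further: plate controls were wells without compound for no effect and wells lacking Bcl-B protein for full effect; a part of the inactive calls stands beside numbers as strong as those of hits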
# PLAP inhibition: inhibition of human placental alkaline phosphatase – biochemical, luminescence, HTS (AID 690). 0.08% of 96,000 active. purified PLAP, luminescent substrate; higher % means a stronger effect. inhibition, % at 20 µM; hits with a dose series show IC50 in µM; in the data active means a potency from the dose series; inactive means the rest, 99 in 100 with inhibition below about 30%; further: strong numbers were not always called active
# MRP reversal cytotoxicity: recorded beside MRP reversal, whose call it bears; viability, %; H69AR cells, CellTiter-Glo, 72 h; measured here: cytotoxicity without doxorubicin
# MRP reversal with doxorubicin: second read-out of MRP reversal, no call of its own (marks repeat the call); viability, %; measured here: viability with 2 uM doxorubicin; active compounds read low
# IL1B NFkB inh cell count 2 µM: recorded beside IL1B NFkB inh, whose call it bears; cell count; measured here: cells passing quality filter;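 raw number of nuclei counted in each imaged well without normalization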
# IL1B NFkB pot cell count 2 µM: second read-out of IL1B NFkB pot, no call of its own (marks repeat the call); cell count; measured here: cells passing quality filter
# * = called active by the depositor; ? = inconclusive; . = not tested or not shown. A portion of the library; the hit share may differ from the screen's.
SMILES,IL1B NFkB pot,IL1B NFkB pot cell count 2 µM,MRP reversal,MRP reversal cytotoxicity,MRP reversal with doxorubicin,IL1B NFkB inh,IL1B NFkB inh cell count 2 µM,Bcl-B displacement,PLAP inhibition
CCc1ccc2[nH]c(=O)c(CN(CCN(CC)CC)C(=O)NC3CCCCC3)cc2c1,.,.,-7,48,54,.,.,0%,-24%
O=C1Nc2ccccc2N=C(c2ccccc2)C1N1CCOCC1 (stereo unspecified),13,124,-36,48,84,-13,124,8%,-69%
Cc1nnc2ccc(N3CCCC3)nn12,-14,105,5,85,80,14,105,3%,-12%
Cc1ccc2cc(/C=N/NC(=O)CN3CCOCC3)c(Cl)nc2c1,11,134,.,.,.,-11,134,0%,9%
COC(=O)C1=C(C)N(c2ccccc2)/C(=C/c2cccs2)C1=O,-1,128,.,.,.,1,128,.,-2%
CC(c1ccccc1)N1CC(C(=O)N2CCN(c3ccccc3)CC2)CC1=O (stereo unspecified),-2,169,5,104,99,2,169,12%,-33%
CCCOC(=O)c1cc(=O)[nH]c2ccccc12,-2,156,.,.,.,2,156,10%,-2%
O=[N+]([O-])c1cc(Cl)cc(C2=NCCN2)c1,7,114,-1,78,78,-8,114,-12%,6%
CC(=O)N(Cc1c(C#N)c2ccccc2n1C)c1ccccc1,-5,93,12,87,74,5,93,.,.
CCCCOc1ccc(C(=O)CCNC(C(=O)O)C(C)CC)cc1 (stereo unspecified),4,148,7,91,84,-4,148,.,.
CC1=CC(C)(C)N(C(=O)CSc2ncn[nH]2)c2ccccc21,.,.,6,106,99,.,.,-18%,-69%
Cc1cccc(-c2nnc(SCC(=O)Nc3nc4c(s3)CCCC4)n2C)c1,-6,97,-6,70,76,6,97,.,.
COc1ccc(C2CC(=O)CC(=O)C2n2cncn2)cc1 (stereo unspecified),2,143,.,.,.,-2,143,2%,1%
COc1ccc(OC)c(S(=O)(=O)N2c3ccccc3CC2C)c1 (stereo unspecified),8,165,6,85,79,-8,165,-5%,-5%
CCn1c(C(=O)N2CCC(C(=O)NCc3cccs3)CC2)cc2sccc21,-4,133,-9,65,74,4,133,7%,-58%
COC(=O)c1c(NC(=O)Cc2cccs2)sc2c1CCC(C)C2 (stereo unspecified),1,43,.,.,.,-1,43,-2%,-1%
CC(C)CC(C(=O)Nc1oc(-c2ccco2)c(-c2ccco2)c1C#N)N1C(=O)c2ccccc2C1=O (stereo unspecified),8,215,0,87,87,-8,215,-72%,-31%
O=C(Nc1ccc(Cl)cc1)N1CCCC1,2,127,-5,89,94,-2,127,-8%,19%
Cc1sc(NC(=O)C2CCCO2)c(C#N)c1C (stereo unspecified),.,.,.,.,.,.,.,19%,-1%
CC(=O)Oc1ccccc1-c1nc(C)nc(N(C)C(C)=O)n1,.,.,17,95,78,.,.,-6%,2%
O=C(Nc1ccccc1)/C(=C\c1ccc2c(c1)OCO2)NC(=O)c1ccco1,-6,133,.,.,.,6,133,-1%,.
COc1ccc2c(=O)c3c(=O)n(Cc4ccco4)c(C4CCCCC4)nc3oc2c1,.,.,4,71,67,.,.,-24%,6%
CCOCCCn1c(C)nc2c(c1=O)c1nc3ccccc3nc1n2-c1ccc(C)cc1,?,.,-14,84,98,-40,107,8%,-19%
CN(C)S(=O)(=O)N1CCN(c2cccc(Cl)c2)CC1,23,119,6,91,85,-23,119,-8%,4%

# Exported with two lines to a compound: part of the list above.
# Sequence of screens – IL1B NFkB pot | IL1B NFkB pot cell count 2 µM | MRP reversal | MRP reversal cytotoxicity | MRP reversal with doxorubicin | IL1B NFkB inh | IL1B NFkB inh cell count 2 µM | Bcl-B displacement | PLAP inhibition
- COC(=O)c1c(NC(=O)Cc2cccs2)sc2c1CCC(C)C2 (stereo unspecified)
→ 1 | 43 | . | . | . | -1 | 43 | -2% | -1%
- COc1ccc2c(=O)c3c(=O)n(Cc4ccco4)c(C4CCCCC4)nc3oc2c1
→ . | . | 4 | 71 | 67 | . | . | -24% | 6%
- CCOCCCn1c(C)nc2c(c1=O)c1nc3ccccc3nc1n2-c1ccc(C)cc1
→ ? | . | -14 | 84 | 98 | -40 | 107 | 8% | -19%

# As a short view, 3 of the compounds above.
SMILES,IL1B NFkB pot,IL1B NFkB pot cell count 2 µM,MRP reversal,MRP reversal cytotoxicity,MRP reversal with doxorubicin,IL1B NFkB inh,IL1B NFkB inh cell count 2 µM,Bcl-B displacement,PLAP inhibition
COc1ccc(C2CC(=O)CC(=O)C2n2cncn2)cc1 (stereo unspecified),2,143,.,.,.,-2,143,2%,1%
COc1ccc(OC)c(S(=O)(=O)N2c3ccccc3CC2C)c1 (stereo unspecified),8,165,6,85,79,-8,165,-5%,-5%
CCn1c(C(=O)N2CCC(C(=O)NCc3cccs3)CC2)cc2sccc21,-4,133,-9,65,74,4,133,7%,-58%

# Remaining list, next part.
SMILES,IL1B NFkB pot,IL1B NFkB pot cell count 2 µM,MRP reversal,MRP reversal cytotoxicity,MRP reversal with doxorubicin,IL1B NFkB inh,IL1B NFkB inh cell count 2 µM,Bcl-B displacement,PLAP inhibition
Cc1ccc(S(=O)(=O)N2CCCC2C(=O)Nc2cc(C)on2)cc1 (stereo unspecified),-11,95,-12,99,111,11,95,-4%,15%
CC(C)(C)C1CCc2c(C(=O)N/N=C/c3cccs3)csc2C1 (stereo unspecified),.,.,.,.,.,.,.,-2%,2%
CC(C)Cc1cc(C(=O)NCCN2CCOCC2)no1,.,.,-1,100,101,.,.,1%,-4%
COc1ccc(NC(=O)OC(CN2CCCCC2)C(F)(F)F)cc1 (stereo unspecified),-4,152,.,.,.,4,152,-9%,-9%
Cc1ccc(C(=O)O/N=C(\N)c2ccc(Br)cc2)cc1C,-12,88,-1,28,29,12,88,-2%,9%
COc1ccc(Oc2nnc(C)c3ccccc23)cc1,-10,154,-6,92,98,10,154,7%,2%
Cc1onc(-c2ccccc2)c1C(=O)OCC(=O)c1ccccc1,.,.,15,92,78,.,.,1%,28%
CC(=O)Nc1cccc(NC(=O)CCc2ccccc2)c1,1,156,15,99,85,-1,156,9%,11%
CCCCN1C(=O)CC(Sc2ccccc2C(=O)O)C1=O (stereo unspecified),-8,174,0,79,79,8,174,-11%,-13%
COc1cc(OC)cc(C(=O)NCC(=O)N2CCC(C)CC2)c1,-15,194,15,99,85,15,194,-6%,.
N#CCCn1c(C(C#N)(CCC#N)CCC#N)nc2ccccc21,.,.,.,.,.,.,.,-6%,-18%
Cc1ccc(NC2=C(N3CCCCC3)C(=O)c3ccccc3C2=O)cc1,8,134,.,.,.,-18,149,6%,16%

# Sorted by the number under IL1B NFkB pot (falling): 3 from the list above.
canonical_smiles,IL1B NFkB pot,IL1B NFkB pot cell count 2 µM,Bcl-B displacement,PLAP inhibition
CCCCN1C(=O)CC(Sc2ccccc2C(=O)O)C1=O (stereo unspecified),-8,174,-11%,-13%
Cc1ccc(C(=O)O/N=C(\N)c2ccc(Br)cc2)cc1C,-12,88,-2%,9%
COc1cc(OC)cc(C(=O)NCC(=O)N2CCC(C)CC2)c1,-15,194,-6%,.

# Further structures follow:
SMILES,IL1B NFkB pot,IL1B NFkB pot cell count 2 µM,MRP reversal,MRP reversal cytotoxicity,MRP reversal with doxorubicin,IL1B NFkB inh,IL1B NFkB inh cell count 2 µM,Bcl-B displacement,PLAP inhibition
CN1CCc2c(sc(/N=C/c3ccco3)c2C(N)=O)C1,12,197,5,102,97,-12,197,44%,10%
CC(C)Cn1cnc2c1c(=O)n(CC(O)c1ccccc1)c(=O)n2CC(C)C (stereo unspecified),19,184,4,28,24,-19,184,-18%,-2%
CCCN1C(=O)C(NS(=O)(=O)c2ccc(N)cc2)(C(F)(F)F)C(C(=O)OC)=C1C (stereo unspecified),-10,170,13,93,80,10,170,-1%,-20%
COC(=O)c1cc2c(C)cc3ccc(C)cn3c-2c1C(=O)OC,1,176,.,.,.,-1,176,-85%,-27%
O=C(c1cccc(S(=O)(=O)N2CCOCC2)c1)N1CCOCC1,0,181,-17,104,121,0,181,-4%,3%
COc1cccc2cc(C(=O)N3CCN(c4ccccc4F)CC3)c(=O)oc12,4,76,9,94,85,-4,76,9%,-74%
Cn1c(Cc2cccs2)nnc1SCC(=O)N1CCc2ccccc21,32,129,12,85,72,-32,129,-7%,-26%
CC(=O)c1ccc(-c2nc3c4ccccc4ccn3c2C(C)=O)o1,13,123,.,.,.,-13,123,-11%,5%
Cc1cc(NS(=O)(=O)c2ccc(C3CCCCC3)cc2)no1,3,149,-6,88,93,-3,149,-12%,-20%
OCCNc1nc(NCCC2=CCCCC2)nc(N2CCOCC2)n1,4,157,-1,89,90,-4,157,14%,-50%
CC1=C(C(=O)OCC2CCCO2)C(c2ccncc2)C2=C(CC(C)(C)CC2=O)N1 (stereo unspecified),14,140,7,83,76,-14,140,-11%,-17%
Cc1ccc(C2C(C#N)C(C#N)N3CCCN23)cc1 (stereo unspecified),12,176,-20,85,105,-12,176,13%,-5%
COc1ccc(C)cc1NC(=O)Nc1ccc(Br)cn1,0,107,2,74,71,0,107,2%,47%
Cc1ccc(S(=O)(=O)c2ccc(Oc3ccccc3)cc2)cc1,6,156,.,.,.,-6,156,6%,-15%
N#Cc1nc(COc2ccccc2)oc1N1CCCCC1,17,198,13,95,82,-17,198,11%,2%
Cc1cc(C)nc(SCc2ccc3nonc3c2)n1,16,128,.,.,.,-16,128,-6%,-12%
Cc1ccc(C)c(N2CCN(C(=O)c3ccc4nc(-c5ccco5)c(-c5ccco5)nc4c3)CC2)c1,-15,146,1,86,85,15,146,-26%,-48%
COc1cc2oc(=O)c(Br)c(C)c2c(OC)c1OC,?,.,.,.,.,-42,124,1%,8%
CN1C(=O)C(CC(=O)Nc2ccc(F)cc2)N(CCCc2ccccc2)C1=S (stereo unspecified),-6,204,.,.,.,6,204,0%,12%
O=C(NC1CCCCC1)NC1(C(=O)NCCCN2CCOCC2)CCCCC1,-2,105,-9,77,87,2,105,-2%,-54%
COc1ccccc1N1CC(O)=C(c2nc3ccccc3s2)C1=N,6,120,-31,32,63,-6,120,-8%,-46%
CCn1c(Cc2ccccc2)nnc1SCC(=O)Nc1nnc(-c2ccccc2)s1,19,123,4,83,79,-19,123,-7%,-5%
CCC(C)NC(=O)CSC1=Nc2ccccc2C2=NC(CC(=O)NCc3ccccc3)C(=O)N12 (stereo unspecified),-6,60,-1,91,92,6,60,.,.
O=C(O)CSc1nnc(-c2ccncc2)n1Cc1ccccc1,0,156,.,.,.,0,156,-5%,-5%
COc1ccc(C(=O)NC(=S)NCCO)cc1Br,-7,76,.,.,.,7,76,7%,-10%
CCCC(=O)C1=C(O)C(C(=O)OC)C(C)(C)CC1=N (stereo unspecified),21,138,-2,91,93,-21,138,4%,14%
O=c1[nH]c2cc3c(cc2cc1CN(Cc1nnnn1CC1CCCO1)C1CCCC1)OCO3 (stereo unspecified),4,190,-1,105,106,-4,190,16%,-11%

# Screening results: PubChem BioAssay, several laboratories
